High-throughput results deposited in PubChem BioAssay by National Center for Advancing Translational Sciences (NCATS).
TDP-43 yeast inh = TDP-43 toxicity inhibition in yeast. AID 652104. TDP-43 expressing yeast growth rescue, BacTiter-Glo, 24 h. 410,000 tested, 1.8% active. Potency, µM (series often up to 46.1 µM), for inactives: at the highest dose growth rescue (activation), actives largely listed as activators; also: potency is read from the fitted curve at half-maximal effect; % of control where 0% means no effect; nearly all actives have a fitted effect of over 50% in size
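In this qHTS, compounds that restore growth of yeast expressing TDP-43 appear as activators. Cells (OD600=0.02, galactose medium, raffinose-pregrown) are incubated with compound 24 hr at 30 deg C and growth is quantified by BacTiter-Glo.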
FUS yeast rescue = suppressors of FUS proteinopathy in yeast | S. cerevisiae FUS-expressing, growth rescue, OD600, 24 h | Potency, µM (highest dose often 76.6 µM), inactives show top-dose growth rescue (activation), most hits filed as activators | 390,000 tested, 0.24% active;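 also: potency is read from the fitted curve at half-maximal effect; plate controls were DMSO vehicle for no effect and reference control for full effect; nearly all actives have a fitted effect of over 55% in size; some results filed as inactive show a strong effect at the top dose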
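Yeast FUS proteinopathy model; galactose-induced FUS (2%), starting OD 0.005. Cpds in dilution series, 24hr, 30C, 99% humidity. Abs 600 nm growth. Pos ctrl CP55940 (top 92uM final); neg ctrl DMSO.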
GLP1R inv ag = GLP-1 receptor (human) inverse agonism; Potency, µM (series often up to 38.3 µM), inactives show top-dose activity change, negative = inhibition, hits mostly inhibitors; P43220; 410,000 tested, 1.6% active; AID 624417; HEK293 GLP-1R CRE-luciferase, luminescence, 24 h; GLP-1R form is constitutively active; also: potency is read from the fitted curve at half-maximal effect; % is scaled to controls: 0 for no effect and ±100 for the full control effect; nearly all actives have a fitted effect of over 55% in size
Target sequence (P43220 whole entry, looked up): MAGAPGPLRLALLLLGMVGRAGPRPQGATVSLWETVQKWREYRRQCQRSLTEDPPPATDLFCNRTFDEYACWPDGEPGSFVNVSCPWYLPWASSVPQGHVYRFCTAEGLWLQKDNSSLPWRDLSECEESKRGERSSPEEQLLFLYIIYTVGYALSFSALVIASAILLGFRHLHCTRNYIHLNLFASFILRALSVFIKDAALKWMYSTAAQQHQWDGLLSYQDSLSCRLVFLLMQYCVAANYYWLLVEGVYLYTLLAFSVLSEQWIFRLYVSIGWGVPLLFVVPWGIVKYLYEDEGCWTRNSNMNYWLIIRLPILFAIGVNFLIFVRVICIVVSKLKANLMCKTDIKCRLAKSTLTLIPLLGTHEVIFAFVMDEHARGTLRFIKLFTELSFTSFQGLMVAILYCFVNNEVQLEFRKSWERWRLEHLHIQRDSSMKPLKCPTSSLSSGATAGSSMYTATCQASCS
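HEK293 cells stably co-expressing constitutively active GLP-1R and a cAMP-responsive luciferase reporter were seeded in DMEM with 10% Nu serum, given compounds after 12 h, and incubated 24 h at 37 deg C. Luminescence was then read.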
GLP-1R agonist = GLP-1 receptor (human) agonism; P43220; AID 624172; Potency, µM (series often up to 45.6 µM), for the others: at the top dose activation, actives largely listed as activators; 380,000 tested, 0.007% active; HEK293 GLP-1R CRE-luciferase, luminescence, 4-6 h; cells express a hypersensitive GLP-1R form; also: potency is read from the fitted curve at half-maximal effect; % of control where 0% means no effect
PTHR1 ag = activates the human parathyroid hormone receptor PTHR1; Q03431; HEK293 GP2 PTHR1 cells, GloSensor cAMP luminescence, 1 h; Potency, µM (doses to about 115 µM), for inactives: at the highest dose activation, most hits filed as activators; 410,000 tested, 0.075% active; also: potency is read from the fitted curve at half-maximal effect; nearly all actives have a fitted effect of over 55% in size; some results filed as inactive show a strong effect at the top dose; inactives centre near -15; many of its hits are not listed in these tables
Target sequence (Q03431 whole entry, looked up): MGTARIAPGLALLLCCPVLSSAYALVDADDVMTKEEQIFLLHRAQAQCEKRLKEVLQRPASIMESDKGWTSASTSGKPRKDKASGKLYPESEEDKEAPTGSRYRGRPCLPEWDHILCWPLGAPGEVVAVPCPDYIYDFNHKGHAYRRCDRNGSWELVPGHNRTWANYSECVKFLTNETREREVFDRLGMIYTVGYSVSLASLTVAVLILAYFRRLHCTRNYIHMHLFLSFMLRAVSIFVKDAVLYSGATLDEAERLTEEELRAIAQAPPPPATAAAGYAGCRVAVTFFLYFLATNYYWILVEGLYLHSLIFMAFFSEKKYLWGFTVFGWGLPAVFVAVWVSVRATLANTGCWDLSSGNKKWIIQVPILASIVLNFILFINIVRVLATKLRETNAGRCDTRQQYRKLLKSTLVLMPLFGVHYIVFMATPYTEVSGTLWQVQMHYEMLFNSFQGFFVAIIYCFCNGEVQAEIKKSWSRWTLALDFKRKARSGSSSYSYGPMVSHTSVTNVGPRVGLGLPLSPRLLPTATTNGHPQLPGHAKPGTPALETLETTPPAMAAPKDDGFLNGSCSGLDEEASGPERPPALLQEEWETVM
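HEK-293-derived GP2 cells expressing PTHR1 and a GloSensor cAMP reporter, 3,000/well, plated overnight, given luciferin plus IBMX (each 0.5 mM as added) for 1 h at 37 °C, then compound for 1 h at 37 °C. Luminescence was read after 15 min at room temperature.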
Akt phos inh = blocks phosphorylation of Akt; Neuro2A IGF-stimulated pAkt S473 HTRF, 20 min; stronger effect = lower value; activity change, % for hits at 50 µM; 360,000 tested, 0.32% active; in the data active = activity change below about -80%; inconclusive = mostly about -51% to -80%; also: % is scaled to controls: 0 for no effect and ±100 for the full control effect
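Neuro2A cells (4,500/well, DMEM with 0.5% FBS) were treated with compound at a single 50 µM final concentration, stimulated with 6 nM IGF for 20 min at 37 °C, and lysed. Phospho-Akt Ser473 was read by HTRF as 665/615 ratio ×10^4.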
aSyn yeast inh = rescues yeast growth from alpha-synuclein toxicity. Potency, µM (series often up to 46.1 µM), for the others: top-dose growth rescue (activation), most hits filed as activators. 370,000 tested, 0.14% active. Yeast expressing alpha-synuclein, growth rescue, BacTiter-Glo, 24 h; also: potency is read from the fitted curve at half-maximal effect; % of control where 0% means no effect; nearly all actives have a fitted effect of over 65% in size
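Readout is rescue of growth in alpha-synuclein-expressing yeast, so inhibitors of toxicity appear as activators. Growth after 24 hr at 30 deg C in galactose medium is quantified by luminescence.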
Abeta rescue = A-beta toxicity reversal in yeast; yeast expressing A-beta42, growth rescue, OD600, 48 h; response scale: 0% DMSO, 100% iron-clioquinol control; Potency, µM (series often up to 46.1 µM), inactives show at the highest dose growth rescue, usual class: activators; 410,000 tested, 0.063% active; AID 1347071; also: potency is read from the fitted curve at half-maximal effect; nearly all actives have a fitted effect of over 55% in size
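Yeast growth medium received pinned compounds, then yeast cells expressing toxic A-beta were added; plates incubated at 30 C for 48 hr. Growth read as absorbance at 600 nm, normalized to DMSO and equimolar FeCl3 plus clioquinol controls.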
DRD3 antagonist = antagonists of human D3 dopamine receptor; P35462; D3R cells, DiscoveRx beta-arrestin luminescence, antagonist mode; stronger effect = lower value; 360,000 tested, 2.5% active; max response, negative = inhibition, %; in the data active = max response below about -50%; inconclusive = no clear call, values can overlap the other calls; also: % is scaled to controls: 0 for no effect and ±100 for the full control effect; mostly tested at two doses, the higher about 12 µM
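Cells plated overnight at 1500 cells/well, then exposed to library compounds with dopamine controls for 90 minutes at 37 degrees C. DiscoveRx reagent added for 30–60 minutes at room temperature; luminescence read, quantitative HTS format.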
* marks the source's active call; other numbers are inactive results; i = inactive; ? = inconclusive; nt = not tested or not shown; & = joins results of further samples; [ ] = another dose, or the depositor's remark. Unless noted, calls follow the shape of the dose curve; as a rule, active = well fitted curve in the direction sought with a large enough effect; inconclusive = small, poorly fitted or top-dose-only effect, or another doubt; inactive = no such curve, though single readings can be large; an effect the other way counts as inactive or inconclusive. An excerpt; count on the stated rates, not on these rows.

Molecule	TDP-43 yeast inh	FUS yeast rescue	GLP1R inv ag	GLP-1R agonist	PTHR1 ag	Akt phos inh	aSyn yeast inh	Abeta rescue	DRD3 antagonist
CC(Oc1ccc2c(-c3ccccc3)cc(=O)oc2c1)C(=O)NC(Cc1c[nH]c2ccccc12)C(=O)O (stereo unspecified)	0%	27%	0%	7%	-12%	i	1%	12%	11
COc1ccc(N(C)C2=NS(=O)(=O)c3ccccc32)cc1	13%	16%	?	4%	i	i	-1%	-26%	?
O=C(Nc1ccc(-c2cn3ccccc3n2)cc1)c1ccco1	-38%[inhibitor]	25%	?	-2%	i	i	-21%	-38%[inhibitor]	0
COCCCn1c(SCc2ccc(OC)cc2)nc2cc(OC)c(OC)cc2c1=N	?	7%	0%	10%	i	i	6%	11%	6
O=C(NCCO)c1cccc(-c2cccc3nccn23)c1	16%	-21%	46%[activator]	-5%	3%	i	0%	-22%	?
O=C(NCCNC(=O)c1cccs1)c1ccco1	4%	4%	5%	2%	i	i	-5%	7%	24
COC(=O)c1sc(-c2ccccc2)cc1NC(=O)C1CC1	0%	5%	-20%	21%	i	i	-18%	-4%	45
CCOc1ccc(C(=O)CN2CCN(S(=O)(=O)c3ccc(Br)cc3)CC2)cc1	?	nt	0%	-5%	-10%	i	-2%	6%	?
O=C(c1cccc(Cl)c1)N1CCN(c2ncnc3c2cnn3-c2ccccc2)CC1	-6%	3%	6%	13%	-1%	i	-3%	1%	-11
Cc1ccccc1Oc1ccc2c(c1)[C@@H]1C[C@H](N(C)C(=O)c3cccnc3)[C@H]([C@H](C)O)C(=O)N1CC2	1%	26%	4%	8%	-5%	i	-2%	1%	12
COC(=O)c1ccc2c(=O)n(CCCCCC(=O)NCc3ccccc3)c(=O)[nH]c2c1	6%&0%	-18%&8%	-17%&-7%	-18%	21%	i	2%	-9%&14%	-14
CCOC(=O)c1cccc(NC(=O)CSc2nnnn2C)c1	2%	34%	-8%	1%	-18%	i	-3%	9%	5
Cc1ccc2nc(-c3ccc(O)cc3)c(Nc3ccc4c(c3)OCO4)n2c1	22%	14%	-26%	nt	i	nt	nt	4%	nt
Cc1cc(OCC(=O)Nc2ccc(F)c(F)c2)nc(C(C)C)n1	-25%	0%	7%	2%	i	i	1%	-2%	-22
CCOc1ccccc1CNC(=O)C1CCCN(c2nn3c(=O)cc(C)nc3s2)C1 (stereo unspecified)	3%	-7%	1%	-1%	i	i	7%	-3%	-1
Cc1ccc(NC(=O)C(C)c2cccc(C(=O)c3ccccc3)c2)cc1O (stereo unspecified)	-10%	?	?	2%	-18%	i	-2%	-15%	4
CCN(CC)C(=O)c1cn(CCC#N)nc1-c1ccc2ccccc2c1	-4%	5%	-11%	0%	i	i	6%	16%	3
O=C(CCCNC(=O)/C(=C\c1ccccc1F)NC(=O)c1ccccc1)OCc1ccccc1	-2%	11%	-19%	3%	-7%[57.5 µM]	i	18%	-16%	-15
CCCC(=O)Oc1c(S(=O)(=O)c2ccc(C)cc2)c(C)nn1C(C)(C)C	9%	13%	5.6µM*	-2%	-15%	i	3%	8%	10
Cc1ccc(C)c(N=Nc2ccc(O)c3ncccc23)c1	?	-2%	?	-8%	-42%[inhibitor]	i	?	-1%	?
[O-][n+]1onc2c1CCc1c-2nc(-c2ccccc2)n1OCc1ccccc1	-9%	23%	-20%	14%	-11%[57.5 µM]	i	-5%	-14%	1
S=c1nc(C2CC2)[nH]c2ccccc12	28%	27%	2%	-2%	-5%[57.5 µM]	i	-12%	12%	-6
CC(CCN1CCN(c2ccc(F)cc2)CC1)c1ccccc1 (stereo unspecified)	1%	19%	?	0%	-3%	i	2%	1%	-76*
COc1ccc(S(=O)(=O)Nc2cc3c4c(c2)CC(=O)N4CCC3)cc1OC	8%	-15%	15%	1%	-1%	i	-7%	-2%	30
COCCn1c(SCC(=O)Nc2cccc(C(=O)OC)c2)nc2ccccc2c1=O	-8%	-9%	0%	1%	-9%	i	-2%	21%	16
Cc1cc(C)cc(Nc2nc3ccccc3c(=O)[nH]2)c1	-25%	29%	-9%	3%	-11%	i	0%	3%	23
S=c1[nH]cc(Oc2ccc(Cl)cc2Cl)c(=S)[nH]1	-7%	40%	8%	-1%	-21%	i	-7%	29%	-13
CCOC(=O)c1c(C)n(CC(O)CN(CC)CC)c2cc(Br)c(OC)cc12 (stereo unspecified)	9%	0%	-2%[0.307 µM]	-2%	-19%	i	-2%	15%	8
O=C(CCSc1ccccc1)Nc1ccc(S(=O)(=O)N2CCOCC2)cc1	-18%	17%	?	-2%	-2%[57.5 µM]	i	-1%	18%	-13
COCCNC(=O)C1CCCN(C(=O)c2nc(C)oc2C)CC1 (stereo unspecified)	5%	-17%	4%	4%	-23%	i	4%	-8%	-5
Cc1ccc(CSCC(=O)N/N=C/c2ccc(OCC(=O)Nc3ccc(C)cc3)cc2)cc1	-9%	nt	0%	-30%[inhibitor]	-21%	i	-2%	4%	-17
O=C(CC1Oc2ccccc2NC1=O)NCCCN1CCN(C2CCCCC2)CC1 (stereo unspecified)	0%	-21%	6%	-1%	-17%	i	2%	2%	?
O=C(CCc1c[nH]c2ccccc12)N1CCCC1	-6%	24%	14%	8%	i	i	-4%	-3%	-1
CC1(C)C2CC=C(/C=N/NC(=O)c3ccccc3O)C1C2 (stereo unspecified)	-10%[0.397 µM]	21%	-24%	3%	-41%[inhibitor]	i	5%	10%	-12
COc1ccc(N(CC(=O)NCC2CCCO2)C(=O)CCC(=O)Nc2nccs2)cc1 (stereo unspecified)	-6%	11%	0%	0%	6%	i	-11%	9%	-18
Cc1nc(Cl)c(C(=O)NC(=O)NCc2ccccc2)c(C)c1Cl	14µM*	15%	3%	7%	-26%	i	21%	4%	12
COC(=O)c1cccc(C23CC4(C2)[C@H](CN(Cc2ccc(-c5ccccc5)cc2)[C@@H]4c2ccccc2)C3c2ccccc2)c1 (stereo partly specified)	9%	13%	-6%	-5%	i	i	9%	2%	-2
O=S1(=O)CC(O)C(O)CS1 (stereo unspecified)	3%	-5%	14%	-1%	i	i	-4%	-15%	0
Cc1ccc(-n2c(SCC(=O)O)nc3sc4c(c3c2=O)CCCC4)cc1	6%[9.22 µM]	7%&-9%	-8%&-14%	3%	-21%	i	0%	-9%&-19%	-13
COc1ccc(-c2cc(C(F)(F)F)n3nc(C(=O)Nc4cc(C(F)(F)F)ccc4Cl)cc3n2)cc1OC	-4%	0%	3%	nt	i	nt	nt	-8%	nt
O=C(c1cccc(F)c1)N1CCN(S(=O)(=O)c2ccc(C(F)(F)F)cc2)CC1	0%	17%	0%	-10%	-3%	i	-4%	-11%	-8
O=C(CP(=O)(c1ccccc1)c1ccccc1)Nn1cnnc1	12%	-12%	2%	-9%	i	i	0%	18%	2
Cc1cc(Nc2ccc(Cl)cc2)n2cnnc2n1	21%	19%	17%	nt	-6%	nt	nt	-17%	nt
O=C(Nn1cnnc1)c1ccccc1F	-5%	-7%	38%[activator]	-1%	i	i	2%	1%	-7
Cc1ccc(C)c(NC(=O)NNC(=O)c2cc3ccccc3cc2O)c1	11%	17%	10%	-16%	-13%	i	-7%	-16%	13
CCOc1ccc(CNC2CCCc3ccccc32)cc1 (stereo unspecified)	12%	-30%	?	3%	-51%[inhibitor]	i	1%	37%	-51*
COC(=O)/C=c1/s/c(=C(\C#N)C(=O)NCc2ccco2)n(-c2ccccc2)c1=O	-13%	?	1%	-7%	-44%[inhibitor][57.5 µM]	i	-2%	10%	2
CC(=NNc1nc2ccccc2s1)c1ncccn1	?	nt	-75%	-1%	-64%[inhibitor]	i	-33%[inhibitor]	-71%[inhibitor]	-25
O=S(=O)(NCc1ccccc1)c1ccc2ccccc2c1	0%	-9%	-10%	13%	i	i	10%	4%	6
O=C(COC(=O)c1n[nH]c2ccccc12)NC(=O)NCc1ccco1	12%	33%	5%	8%	i	i	1%	12%	16
COc1ccc2c(c1)N(S(=O)(=O)c1ccccc1)CCC2=O	?	-10%	-4%	16%	i	i	-7%	1%	3
Cc1ccc(C(=O)CNc2cccc(Cl)c2)cc1	5%	nt	2%	0%	i	i	3%	7%	2
O=C(O)C1CCN(S(=O)(=O)c2ccc(Cl)s2)CC1	12%	8%	7%	4%	2%	i	24%	17%	1
CS(=O)(=O)c1ccc(Cl)c(NC(=O)CSc2nnc(C3CC3)n2C2CC2)c1	19%	6%	8%	3%	-4%	i	-8%	-2%	2
Cc1ccc(SCC(=O)N2CCN(c3ccccn3)CC2)cc1	-10%	-1%	?	3%	i	i	0%	5%	5
O=C1NC(=S)S/C1=C\c1ccc2ccccc2c1	13%	-4%	8%	-8%	i	i	9%	0%	33
